# FUS suppressor – suppressors of FUS proteinopathy in yeast. S. cerevisiae FUS-expressing, growth rescue, OD600, 24 h. Potency, µM (doses to about 76.6 µM), for inactives: top-dose growth rescue (activation), most hits filed as activators. hit rate 0.24% among 390,000. AID 1347120; active = well fitted activation curve with a large enough effect; inconclusive = small, poorly fitted or top-dose-only effect; inactive = no such curve, though single readings can be large or run the other way;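 note: plate controls were DMSO vehicle for no effect and reference control for full effect; nearly all actives have a fitted effect of over 55% in size; some results filed as inactive show a strong effect at the top dose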
#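 Read-out: OD at 600 nm after 24hr at 30C, reporting rescue of FUS-induced yeast toxicity. Cells at OD 0.005 in galactose (2%) minimal medium; compounds tested in a dilution series; CP55940 titration from 92uM final as control.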
# Numbers without * were called inactive; ? = inconclusive. Potency is the fitted concentration of half-maximal effect. Not all compounds are listed; rates above refer to the full screens.
SMILES,FUS suppressor
COC(=O)[C@]12C[C@H](CC(=O)N3CCCCC3)C(=O)N(Cc3ccc(Cl)cc3Cl)C1=C[C@H](C(C)(C)C)O[C@@H]2C,?
CN(C)[C@H]1CCN(c2cccc3c2S(=O)(=O)N2CC[C@@H](C2)O3)C1,-22.5%
Clc1ccc([C@H]2OC[C@@]3(CNCc4ccccc4)CS[C@H](c4ccc(Cl)cc4)N23)cc1,17.6%
CCC(C)NC(=O)C1CCN(S(=O)(=O)c2ccc3[nH]c(=O)oc3c2)CC1 (stereo unspecified),1.4%
Cc1cc(-c2n[nH]c(=S)n2N=Cc2cccc(OCc3ccccc3)c2)n[nH]1,12.1%
Fc1ccc(-c2n[nH]c(=S)n2N=Cc2ccc(-c3ccccc3)cc2)cc1,0.5%
Cn1c(=O)c2[nH]c(SCC(=O)N3CCN(c4cccc(C(F)(F)F)c4)CC3)nc2n(C)c1=O,15.6%
COC(=O)[C@H](C(C)C)N1Cc2nnn(Cc3ccccc3)c2C=CS1(=O)=O,-7.3%
Clc1cccc(CNC2CCC23CCCCC3)c1 (stereo unspecified),-4.2%
O=C(CSc1nnc(-c2ccncc2)n1-c1ccc(Cl)cc1)c1ccc(Cl)c(Cl)c1,7.6%
CCCCCC[C@H](CN(CCCC)S(C)(=O)=O)c1ccccc1,13.3%
Cc1cc(C)cc(N(CC(=O)NC2CCC(C)CC2)S(=O)(=O)c2ccc([N+](=O)[O-])cc2)c1 (stereo unspecified),-17.8%
COc1ccc(-n2c(COc3ccccc3)nnc2SCC(=O)Nc2ccccc2-c2ccccc2)cc1,?
COc1ccc(Cn2cc(COC(=O)N3CCOCC3)nn2)cc1,-8.0%
O=C(C1CCCN1S(=O)(=O)c1ccc(Cl)s1)N1CCN(c2ccccc2)CC1 (stereo unspecified),18.7%
COc1ccc(/C=C/S(=O)(=O)NC2CCCC2)c(CNC(=O)OC(C)(C)C)c1,10.6%
COc1ccc(CNC(=O)O[C@H]2CC[C@@]34CCCN3C(=O)CCC[C@H]4C2)cc1,-5.5%
CCC(C)CNC(=O)c1oc(=O)c2ccccc2c1-c1ccc(C)cc1 (stereo unspecified),31.8%
O=C(NCCc1c[nH]c2ccccc12)OCc1cn(-c2ccccc2Cl)nn1,23.5%
COC(=O)[C@]12C[C@H](CC(=O)NCc3ccccc3)C(=O)N(Cc3cccc4ccccc34)C1=C[C@H](C(C)(C)C)O[C@@H]2C,?
C#CCNC(=O)C[C@H]1C(=O)N(Cc2ccc(OC)cc2)C2=CCCC[C@@]21C(=O)OCC,-2.3%
O=C(NCC1COc2ccccc2O1)c1ccc(NC(=O)c2cc(F)ccc2F)cc1 (stereo unspecified),-7.6%
CCC(NC(=O)C1CCCN(c2ncccn2)C1)c1ccccc1 (stereo unspecified),-3.6%
Cc1ccc(-n2c(SCC(=O)Nc3ccc(S(=O)(=O)Nc4nccs4)cc3)nnc2-c2cccs2)cc1,?
CCN(CC)c1ccc(NC(=O)c2cc3c(C)nn(-c4ccccc4)c3s2)cc1,?
O=C(NC1CCCc2c1cnn2-c1ccc(F)cc1F)c1cccs1 (stereo unspecified),-5.6%
CC1(C)CC2CN(Cc3ccccc3)S(=O)(=O)N2C1 (stereo unspecified),3.2%
O=C(CN(C(=O)OCC1c2ccccc2-c2ccccc21)[C@@H](Cc1ccccc1)C(=O)O)OCc1ccc(C(=O)NCc2ccccc2)cc1,25.1µM*
COc1cc(NC(=O)c2ccccc2)c(C)cc1NC(=O)CSc1nnc(-c2ccccc2F)n1-c1ccc(C)cc1,10µM*
O=C(NCc1ccc(F)c(F)c1)C1C2C=CC3(CN(Cc4ccccc4)C(=O)C13)O2 (stereo unspecified),-9.4%
O=C(OCc1cn(Cc2ccc(F)cc2)nn1)N1CCOCC1,-9.9%
CCC(C)[C@@H](C(=O)OC)N(CCc1cn(Cc2ccccc2)nn1)S(=O)(=O)c1ccccc1Br (stereo partly specified),?
Cc1ccc(-n2c(SCC(=O)Nc3ccc4c(c3)OCCO4)nnc2-c2cccnc2)cc1,21.2%
CC(C)C[C@H](NC1(C(=O)NCCc2c[nH]c3ccccc23)CCC1)C(=O)NCCCc1ccccc1,31.3%
O=S1(=O)c2ccc(N3CCC[C@H]3CO)cc2O[C@@H]2CCN1C2,-7.2%
CCC[C@H]1C(=O)CC[C@@]23CCCN2C(=O)CCC[C@@H]13,-12.6%
COc1ccc(CNS(=O)(=O)CC2NCc3ccc(C)cc32)cc1 (stereo unspecified),21.2%
CCOC(=O)[C@@]12CCCC=C1N(CCc1ccc(Cl)cc1)C(=O)[C@H]2CC(=O)NCC1CCCCC1,40.7%
O=C(N1CCC(n2nc(-c3ccccc3)oc2=O)CC1)C1(c2ccccc2)CCCC1,-14.4%
Cc1ccc(NC(=O)CSc2nc(C)cc(=O)[nH]2)c(C)c1,4.3%
Cn1c(COc2ccccc2)nnc1SCC(=O)Nc1ccccc1-c1ccccc1,?
CCNC(=O)CCc1nc(-c2ccc(C(C)C)cc2)no1,-4.8%
C=CCN1[C@H](CC(C)C)COc2cc(F)ccc2S1(=O)=O,13.6%
CCn1c(COc2ccc(C)cc2)nnc1SCC(=O)c1ccc(-c2ccccc2)cc1,19.3%
CCOC(=O)CC[C@@]1(C(=O)OCC)C[C@@H](CC(=O)N2CCOCC2)C(=O)N2CCCC=C21,-4.5%
C[C@H]1[C@@H](OC(=O)NCc2ccc(Cl)c(Cl)c2)CC[C@@]23CCCN2C(=O)CCC[C@@H]13,28.5%
Cc1nc(N2CCCCC2C)c2nnn(Cc3ccccc3)c2n1 (stereo unspecified),25.5%
C=CCn1c(SCC(=O)Nc2ccccc2-c2ccccc2)nnc1-c1ccccc1,?
COC(=O)[C@]12C[C@H](CC(=O)NCc3ccc(OC)c(OC)c3)C(=O)N(CCc3ccc(OC)c(OC)c3)C1=C[C@H](COCc1ccccc1)O[C@@H]2C,?
O=C(NCCc1ccccc1)OCc1cn(-c2ccc(F)c(F)c2)nn1,-7.5%

# Overlap with the part before: 4 entries, then new ones.
SMILES,FUS suppressor
Cc1nc(N2CCCCC2C)c2nnn(Cc3ccccc3)c2n1 (stereo unspecified),25.5%
C=CCn1c(SCC(=O)Nc2ccccc2-c2ccccc2)nnc1-c1ccccc1,?
COC(=O)[C@]12C[C@H](CC(=O)NCc3ccc(OC)c(OC)c3)C(=O)N(CCc3ccc(OC)c(OC)c3)C1=C[C@H](COCc1ccccc1)O[C@@H]2C,?
O=C(NCCc1ccccc1)OCc1cn(-c2ccc(F)c(F)c2)nn1,-7.5%
O=C(NN=Cc1ccc(-c2ccccc2)cc1)c1cc(-c2ccc(Cl)cc2)n[nH]1,9.5%
CC(C)C[C@@H](CCCc1ccccc1)CCC(=O)N(c1ccccc1)c1ccccc1,12.9%
CC(=O)c1cc(-c2ccccc2S(=O)(=O)NC(C)(C)C)c(=O)n2c1CCC2,4.0%
COCC#Cc1ccc(CC[C@H]2O[C@H]3CC[C@H](CO)O[C@H]3C[C@H]2n2cc(C(C)(C)O)nn2)cc1,13.5%
C=CCNC(=O)CN(C(=O)Cc1ccc(Cl)cc1)c1cccc(Br)c1,41.2%
CC(C)C(=O)N[C@H]1[C@H](O)CCC[C@@]12C(=O)N(Cc1ccccc1)c1ccccc12,15.1%
COC(=O)[C@]12C[C@H](CC(=O)N3CCN(C(=O)C4CC4)CC3)C(=O)N(Cc3ccco3)C1=C[C@H](C1CCCC1)O[C@@H]2C,18.4%
Cn1cccc1[C@]1(O)C(=O)Nc2ccc(F)cc21,14.1%
O=C(NCCc1ccccc1)OCc1cn(-c2ccc(F)cc2)nn1,-8.8%
Cc1ccccc1NC(=O)OC1CC2CC1[C@H]1CCCCN1[C@H]2Cc1ccccc1 (stereo partly specified),8.6%

# Four entries from above, as labelled records:
> COC(=O)[C@H](C(C)C)N1Cc2nnn(Cc3ccccc3)c2C=CS1(=O)=O
  FUS suppressor = -7.3%

> O=C(N1CCC(n2nc(-c3ccccc3)oc2=O)CC1)C1(c2ccccc2)CCCC1
  FUS suppressor = -14.4%

> COC(=O)[C@]12C[C@H](CC(=O)N3CCN(C(=O)C4CC4)CC3)C(=O)N(Cc3ccco3)C1=C[C@H](C1CCCC1)O[C@@H]2C
  FUS suppressor = 18.4%

> CCN(CC)c1ccc(NC(=O)c2cc3c(C)nn(-c4ccccc4)c3s2)cc1
  FUS suppressor = ?

# The list goes on:
SMILES,FUS suppressor
C=CCOC(=O)C1=C(C)N=c2sc(=C3C(=O)N(CC(=O)O)c4ccccc43)c(=O)n2C1c1ccc(OC)cc1 (stereo unspecified),?
O=C(NCCCc1ccccc1)[C@H](Cc1c[nH]c2ccccc12)NC1(C(=O)NCCc2c[nH]c3ccccc23)CCOCC1,22.4µM*
Cc1ccccc1C(=O)NC1CCCCN(Cc2cccc(F)c2)C1=O (stereo unspecified),0.1%
O=C(OCc1cn(Cc2c(F)cccc2F)nn1)N1CCCC1,-17.0%
CCCC/C=C1/[C@H](c2ccccc2)N(C)C2=N[C@H](c3ccccc3)CC(=O)N21,8.9%
CCOC(=O)[C@]12CCCC3=C1N(CCC3)C(=O)[C@@H](CC(=O)N1CCN(C(=O)c3ccco3)CC1)C2,25.6%
Cc1cc(NS(=O)(=O)c2ccc3c(c2)CCC(=O)N3)ccc1Cl,9.8%
CC(C)(C)OC(=O)NCCc1ccccc1/C=C/S(=O)(=O)NCc1ccc(F)cc1,35.7%
CN1[C@H](Cc2ccccc2)COc2cccc(N3CCSCC3)c2S1(=O)=O,24.3%
O=C(C1CCN(c2cncnc2)CC1)N1CCCC1,-7.2%

# Given with bars between the fields: two of the compounds above
SMILES | FUS suppressor
O=C(NCCCc1ccccc1)[C@H](Cc1c[nH]c2ccccc12)NC1(C(=O)NCCc2c[nH]c3ccccc23)CCOCC1 | 22.4µM*
Cc1ccccc1C(=O)NC1CCCCN(Cc2cccc(F)c2)C1=O (stereo unspecified) | 0.1%

# (more compounds)
SMILES,FUS suppressor
C[C@H]1[C@@H](NC(=O)c2ccc(Cl)cc2)CC[C@@]23CCCN2C(=O)CCC[C@@H]13,-7.2%
COP(=O)(O)C(C)NC(=O)OCc1ccccc1 (stereo unspecified),8.2%
CC(C)CN1C(=O)[C@@]2(CC(=O)N(C)C2c2ccccc2)c2cc(-n3cc(CCCC#N)nn3)ccc21 (stereo partly specified),34.8%
COc1ccc([C@H]2OC(=O)C[C@H]2C(=O)N2CCCCC2)cc1OC,0.8%
CCOC(=O)[C@@]12CCCC=C1N(CCc1ccc(Cl)cc1)C(=O)[C@H]2CC(=O)NCc1ccccc1,?
CN(CCc1ccccc1)C(=O)c1cc2ccccn2n1,-5.5%
Cc1cc(C)cc(NC(=O)N2CCN(Cc3nc4ccccc4c(=O)[nH]3)CC2)c1,5.0%
CCOC(=O)CC[C@H]1CC[C@]2(CCCN(C(=O)c3cccnc3)C2)O1,-16.8%
COC(=O)C[C@H]1CC[C@@H]2[C@H](COc3ccc(NS(C)(=O)=O)cc3C(=O)N2C)O1,-18.3%
CCOC(=O)[C@]12CCCCC/C=C\1N(CCc1ccc(Cl)cc1)C(=O)[C@H]2CC(=O)N1CCN(C(=O)c2ccco2)CC1,38.8%
COc1ccc(-n2c(SCC(=O)NC3CCCC3)nnc2-c2ccncc2)cc1,7.3%
Cc1nn(-c2ccccc2)c2sc(C(=O)NC3CCCC3)cc12,10.8%
O=C(c1cccc(F)c1)N1CCCC(c2nc(-c3cccs3)no2)C1 (stereo unspecified),-3.0%
CCCC1CCC2(CC1)CCC2OC(=S)Nc1cccc(I)c1 (stereo unspecified),-18.9%
COc1ccc(-c2c(Cc3ccccc3)nc(NC(=O)c3ccccc3)n2C)cc1,11.0%
COC(=O)[C@]12C[C@H](CC(=O)N3CCN(C(=O)c4ccco4)CC3)C(=O)N(Cc3ccc(Cl)cc3Cl)C1=C[C@H](C(C)C)O[C@@H]2C1CC1,?
CCN(CC)C(=O)CC[C@@H]1CC[C@]2(CCCN(Cc3ccc(Br)cc3)C2)O1,-2.6%
COc1cccc(-c2nnc(SCC(=O)Nc3cccc4ccccc34)n2Cc2ccco2)c1,?
Cc1ccc(NC(=O)C2CCCN2S(=O)(=O)c2cccnc2)cc1C (stereo unspecified),-1.4%
C#CCNC(=O)C[C@H]1C[C@@]2(C(=O)OC)C(=C[C@H](C(C)C)O[C@@H]2C2CC2)N(Cc2ccc3c(c2)OCO3)C1=O,34.4%
Cc1ccccc1CN1CCCCC(NC(=O)Nc2ccccc2F)C1=O (stereo unspecified),-12.2%
CCCC(C)C(=O)NC1CCCCN(Cc2ccccc2C)C1=O (stereo unspecified),30.9%
CC(C)(C)NC(=O)C(c1cccnc1)N(C(=O)c1cnc[nH]1)c1ccc(C(C)(C)C)cc1 (stereo unspecified),19.1%
O=C(Nc1cccc(F)c1)OCCN1CCCC12CCC(c1ccccc1)CC2 (stereo unspecified),6.4%
COC(=O)N1CCC[C@H]1c1cccc2[nH]cc(C)c12,-1.0%
COc1ccccc1-c1nnc2n1N=C(c1ccc3c(c1)OCO3)CS2,9.8%
COc1ccc(C2CCC3(CCC(=O)N3CCO)CC2)cc1 (stereo unspecified),-17.3%
CCCCC#CC(CC)NCc1ccc(OC)cc1OC (stereo unspecified),15.1%
CN1C(=O)C[C@@](C#N)(C(=O)NCCc2ccccc2)[C@H]1c1ccccc1,-7.3%
CN(Cc1ccccc1F)C(=O)Cn1c(-c2cncs2)nc2ccccc21,3.6%
CC(=O)N1CCN(C2=Nc3ccccc3Sc3ccccc32)CC1,-18.6%
COC(=O)C1CN(CCO)CCS(=O)(=O)N1Cc1cn(Cc2ccccc2Br)nn1 (stereo unspecified),26.8%
N#CCC[C@H]1CC[C@]2(CCCN(C(=O)C3CCCCC3)C2)O1,-20.8%
